Screening results deposited in PubChem by National Center for Advancing Translational Sciences (NCATS).
IkB signaling – inhibitors of IkB signaling in ABC-DLBCL cells; ABC-DLBCL IkBa-CBG/CBR dual luciferase ratio, 4 h; response scale: scaled: untreated 0%, proteasome inhibitor 100%; Potency, µM (top dose mostly 57.1 µM), for inactives: at the highest dose IkBa stabilization activation; 0.04% of 110,000 active; AID 445; active means well fitted curve in the direction sought with a large enough effect in the signal ratio, not every such curve was filed as active; inconclusive means small, poorly fitted or top-dose-only effect, or a change in a side signal; the % refers to the signal ratio;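 further: the direction sought is a rising ratio; 0% = basal untreated cells and 100% = reference inhibitor full response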
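Luminescence ratio of IκBα-fused green versus native red beetle luciferase in OCI-Ly3 cells, 4 h post-doxycycline with compound; red signal alone, scaled from basal (0%) to zero light (-100%), flagged nonspecific or cytotoxic effects.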
p53ts 39C kill – p53ts cell cytotoxicity, nonpermissive temperature; 1.5% of 130,000 active; H1299-p53A138V viability at 39C, ATP luminescence, 24 h; AID 902; Potency, µM (highest dose often 46.1 µM), without a hit: at the top dose activity change, negative = cell killing, usual class: cytotoxic; further: nearly all actives have a fitted effect of over 55% in size
Imprint erasure – genomic imprint erasure induction; mouse ES Peg3-LacZ reporter, beta-gal luminescence, 40 h; Potency, µM (highest dose often 60.7 µM), for inactives: at the highest dose activity change, positive = activation, most hits filed as activators; 0.02% of 110,000 active; AID 1948;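 further: 0% = negative control wells on the plate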
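Each well holds 300 Peg3LacZ-Neo (maternal) female ES cells incubated 40 h at 37C, 5% CO2. LacZ is measured by BetaGlo luminescence, with AC50 and maximum efficacy derived from dose-response curves.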
p53ts 32C kill – kills p53ts cells at the permissive temperature. H1299-p53A138V at 32C, ATP luminescence viability, 24 h. Potency, µM (doses to about 46.1 µM), without a hit: at the highest dose activity change, negative = cytotoxicity, most hits filed as cytotoxic. 0.93% of 130,000 active. AID 924;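 further: 0% = DMSO and -100% = full killing by reference compound; nearly all actives have a fitted effect of over 55% in size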
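Cells: H1299 p53ts (A138V), 600/well, pre-incubated 16–30 h at 37C. Cpd up to 46 uM, 24 h, 32C. Readout: ATPlite luminescence, 20 min RT. Normalization: DMSO vs tamoxifen 100 uM. AC50 by Hill equation.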
* = called active by the depositor; ? = inconclusive; · = not tested or not shown; [ ] = remark or other dose. Unless noted, the call rests on the fitted dose curve; in most records, active means well fitted curve in the direction sought with a large enough effect; inconclusive means small, poorly fitted or top-dose-only effect, or another doubt; inactive means no such curve, though single readings can be large; an effect the other way counts as inactive or inconclusive. Unless noted, on the % scale 0 is the no-effect control and ±100 the full control effect; potency means the concentration at half of the fitted maximal effect.

| canonical_smiles | Imprint erasure | IkB signaling | p53ts 39C kill | p53ts 32C kill |
| --- | --- | --- | --- | --- |
| COc1cc(OC)cc(C(=O)NC2CCN(CC(=O)Nc3cccc4ccccc34)CC2)c1 | · | · | 13.8% | 0.7% |
| O=C(CSc1nc2ccccc2o1)NCCOc1ccccc1 | -12.0% | 3.2% | 10.1% | -2.7% |
| CCN(CCNS(=O)(=O)c1ccc2[nH]c(=O)sc2c1)c1ccccc1 | -3.5% | 8.6% | 3.5% | 15.1% |
| Cc1ccc(C)c(NC(=O)Cn2c(=O)n(CCCS(=O)(=O)C3CCCCC3)c(=O)c3ccccc32)c1 | -7.5%[10.9 µM] | -0.6% | 2.3% | 1.5% |
| C[C@@]1(O)CCOC(=O)C1 | -10.5%[16.8 µM] | -0.6%[25.6 µM] | 19.3%[20.6 µM] | -0.9%[20.6 µM] |
| Cc1ccccc1OCC(=O)NCCN1CCCC1 | -8.2% | 0.8% | 10.9% | 1.4% |
| COc1ccccc1N1CCN(C(=O)C2CCN(S(=O)(=O)c3cccc4nonc34)CC2)CC1 | ? | ? | -6.4% | 15.6% |
| Cc1c(Cl)cccc1N1CC(c2nc3ccccc3n2Cc2ccccc2F)CC1=O (stereo unspecified) | -19.2%[10.9 µM] | ? | -7.7% | 5.0% |
| COc1cccc(NC(=O)N2CCCC(C(=O)Nc3ccccc3OC)C2)c1 (stereo unspecified) | -13.9% | -0.3% | 0.0% | 0.6% |
| O=C(OCC1COc2ccccc2O1)c1ccccc1F (stereo unspecified) | -0.9% | 0.4% | -11.5% | -0.9% |
| COc1ccc(NC(=O)c2c(C)oc3ccc(O)c(CN4CCC(C)CC4)c23)cc1 | -10.7%[10.9 µM] | -1.0% | -11.5% | 5.7% |
| COc1ccc(OCCN2CCN(C3CC(=O)N(CCC(C)C)C3=O)CC2)cc1 (stereo unspecified) | -16.1% | -0.2% | 10.7% | -4.0% |
| Cc1ccc(C)c(CN2C(=O)c3ccccc3S(=O)(=O)c3ccc(C(=O)N4CCN(c5ccccc5F)CC4)cc32)c1 | -15.1%[10.9 µM] | 1.4% | 17.5% | 7.3% |
| COc1cc(NC(=O)CNS(=O)(=O)c2cccs2)cc(OC)c1OC | 26.9%[10.9 µM] | 3.9% | -14.4% | -6.6% |
| Cc1c(C#N)c2ncnc(-c3ccccc3)c2n1-c1ccccc1 | -5.7% | -1.0% | 10.4% | 1.3% |
| CCn1c(SCC(=O)Nc2ccc(C)cc2)nnc1-c1ccc(O)cc1 | · | · | -18.4% | 11.7% |
| Cc1cccc(C)c1NC(=O)c1cc(S(=O)(=O)N2CCOCC2)ccc1F | -3.5% | 3.4% | 10.6% | 1.4% |
| COC(=O)c1ccc(NC(=O)CCn2c(=O)oc3ccccc32)cc1 | 20.5% | -0.8% | 6.4% | -4.2% |
| COc1cc(Cl)c(C)cc1Nc1nc2ccccc2nc1NS(=O)(=O)c1ccccc1 | -8.4%[10.9 µM] | ? | 3.4% | -7.9% |
| CCC(=O)Nc1ccc(Br)c(Cl)c1 | -10.5% | 0.6% | -7.3% | 4.3% |
| CCOC(=O)C(NC(=O)c1ccc(F)cc1)(Nc1nnc(C)s1)C(F)(F)F (stereo unspecified) | -5.1% | 2.2% | 7.4% | -6.5% |
| COc1ccccc1N1CCN(C(=O)c2cn(C)c3ccc(S(=O)(=O)N4CCOCC4)cc3c2=O)CC1 | 7.0%[10.9 µM] | -2.9% | 7.0% | 3.3% |
| Cc1ccc(C(C)C)c(OCC(=O)Nc2ccc(N3CCN(S(C)(=O)=O)CC3)cc2)c1 | 3.6% | 1.6% | -6.8% | 0.5% |
| Cc1cccc(C(=O)Nc2cc3c(cc2N2CCCCC2)n(C)c(=O)n3C)c1 | -9.8%[10.9 µM] | ? | 5.3% | -2.6% |
| COc1cc(CN(C(=O)c2ccc(Cl)cc2)C2CCS(=O)(=O)C2)cc(OC)c1OC (stereo unspecified) | -5.7%[10.9 µM] | -1.5% | 11.3% | 8.3% |
| COC(C(=O)Nc1ccc(F)cc1)c1ccccc1 (stereo unspecified) | · | · | 6.6% | 7.1% |
| CC1CCN(Cc2c(O)ccc3c(=O)c(Oc4ccccc4Cl)c(C(F)(F)F)oc23)CC1 | -11.0%[10.9 µM] | ? | 2.1% | 1.2% |
| CCOC(=O)CSc1ccc2nnc(-c3ccccc3)n2n1 | -15.7% | -2.8% | 14.3% | 8.4% |
| CCCCNC(=O)Cn1c(=O)cc(C)c2c(C)nn(-c3ccc(CC)cc3)c21 | -14.8%[10.9 µM] | -4.6% | -3.8% | 7.9% |
| COc1ccc(NCc2cc3cc4c(cc3n(CC(=O)Nc3ccc(C)cc3)c2=O)OCO4)cc1 | 5.1%[10.9 µM] | 0.6% | -13.4% | 12.8% |

Some of the entries above in a different format:
COc1cc(OC)cc(C(=O)NC2CCN(CC(=O)Nc3cccc4ccccc34)CC2)c1
- Imprint erasure: ·
- IkB signaling: ·
- p53ts 39C kill: 13.8%
- p53ts 32C kill: 0.7%

O=C(CSc1nc2ccccc2o1)NCCOc1ccccc1
- Imprint erasure: -12.0%
- IkB signaling: 3.2%
- p53ts 39C kill: 10.1%
- p53ts 32C kill: -2.7%

CCN(CCNS(=O)(=O)c1ccc2[nH]c(=O)sc2c1)c1ccccc1
- Imprint erasure: -3.5%
- IkB signaling: 8.6%
- p53ts 39C kill: 3.5%
- p53ts 32C kill: 15.1%

Next section:
| canonical_smiles | Imprint erasure | IkB signaling | p53ts 39C kill | p53ts 32C kill |
| --- | --- | --- | --- | --- |
| CCOc1ccc(Nc2oc(-c3ccc(COc4ccc(C)cc4)o3)nc2C#N)cc1 | -17.7%[10.9 µM] | -2.5% | -13.6% | -1.9% |
| O=C(NCc1ccccn1)C1CCN(S(=O)(=O)c2cnc[nH]2)CC1 | -15.8% | -0.8% | -6.6% | -1.3% |
| COC(=O)C1=C(N)Oc2cc(C)n(CCCn3ccnc3)c(=O)c2C1c1cccc(Cl)c1 (stereo unspecified) | 1.4% | -3.1% | 9.4% | -3.8% |
| Cc1ccc(S(=O)Cc2ccc(C(=O)NC3CCCCCC3)o2)cc1 (stereo unspecified) | 16.5%[10.9 µM] | -1.7% | 29.5% | 6.6% |
| Cc1ccc(Nc2nc(C)c(NC(=O)c3ccc(C)cc3)c(Nc3ccc(C)cc3)n2)cc1 | -3.2%[10.9 µM] | ? | -20.6% | -6.3% |
| CCOc1ccccc1NC(=O)Cn1cc(C(=O)c2cccc(OC)c2)c(=O)c2ccc(C)nc21 | -6.9%[10.9 µM] | 1.6% | -19.8% | 0.2% |
| c1ccc(-c2nnc3sc(-c4cc5ccccc5o4)nn23)cc1 | -1.9% | -0.7% | -9.0% | -0.7% |
| NC(=O)CSc1nnc(-c2ccncc2)n1CCc1ccccc1 | -7.6% | -0.5% | -1.4% | 1.6% |
| O=C(Nc1ccc2c(c1)OCCO2)C1CCCN1S(=O)(=O)c1ccc(Cl)cc1 (stereo unspecified) | -12.2% | -1.2% | 3.0% | 2.1% |
| Cc1ccnc(NS(=O)(=O)c2cc(-c3cc(C)no3)ccc2C)c1 | 4.0%[10.9 µM] | 0.2% | -2.0% | 3.1% |
| COCCn1c(=O)c(-c2cc(F)cc(F)c2)nc2cnc(N(C)C)nc21 | ? | 0.6%[11.4 µM] | 3.5% | 2.2% |
| Cc1ccc(Cn2nnc3c(=O)n(CC(=O)N4CCN(c5ccccc5)CC4)cnc32)cc1 | -16.3% | -0.4% | -1.0% | 7.9% |
| CN1CCN(c2cc(-c3ccc(N(C)C)cc3)ncn2)CC1 | 15.6% | -0.9%[11.4 µM] | -13.5% | -14.9% |
| CC(=O)c1c(C)[nH]c(C(=O)OCC(=O)Nc2ncc(Cl)c(C)c2Cl)c1C | -3.0% | 1.4% | -3.3% | 3.4% |
| COc1cc2cc(CN(CCN3CCCC3)C(=O)Nc3ccc(F)cc3)c(=O)[nH]c2cc1OC | -16.9% | 2.3% | 2.3% | -6.6% |
| CN(C)c1ccc(C=Nc2ccccc2C(N)=O)cc1 | -67.0%[inhibitor] | -2.7% | ? | ? |
| CCC(C)O (stereo unspecified) | 3.0% | 1.7% | 8.9% | 5.0%[1.84 µM] |
| Cc1ccc(Nc2nc3c(S(=O)(=O)c4ccccc4)nnn3c3ccsc23)c(C)c1 | -8.1%[10.9 µM] | -0.5% | 1.6% | 5.0% |
| CNc1ccc(Br)cc(C(=O)/C=C/c2cccc(OC)c2OC)c1=O | · | · | 15.1% | -0.5% |
| Cc1ccccc1-c1nc(CN2CCCC(C(=O)NCc3ccc(Cl)cc3)C2)c(C)o1 (stereo unspecified) | -12.2%[10.9 µM] | ? | ? | 6.5% |
| COc1cc(C2c3c(-c4ccccc4O)n[nH]c3C(=O)N2Cc2ccncc2)ccc1O (stereo unspecified) | 12.1%[10.9 µM] | -1.5% | -14.8% | 13.5% |
| CC1C=Cc2ccccc2N1C(=O)c1ccccc1 (stereo unspecified) | -19.1% | 0.0% | 2.2% | 12.2% |
| COc1ccccc1CNc1ncncc1-c1ccccc1OC | -13.4% | -1.8%[11.4 µM] | -7.1% | -3.1% |
| O=C(NCCC1=CCCCC1)c1ccc(Cl)c(S(=O)(=O)N2CCOCC2)c1 | -11.1% | ? | 9.8% | -1.1% |
| N#Cc1c(-c2ccccc2)nc(N2CCOCC2)[nH]c1=O | -0.6% | -0.5% | -4.6% | -9.7% |
| CCCc1nc(NC(C)=O)c(C#N)c(-c2ccco2)c1CC | -15.6% | -1.6% | 9.4% | 5.0% |
| CCOC(=O)c1cccc(NC(=O)CCCn2c(C)c3cnn(-c4ccccc4)c(=O)c3c2C)c1 | -2.8%[10.9 µM] | ? | 6.7% | -5.1% |
| CC(Cc1ccccc1)C(=O)N(C)Cc1ccccc1 (stereo unspecified) | -9.1% | · | 15.4% | 9.3% |
| O=C(c1cccs1)n1cc(C(=S)N2CCOCC2)c2ccccc21 | -6.8% | 3.9% | -10.6% | -12.7% |
| Cc1ccc2oc(C(=O)Nc3cccc(Cl)c3)cc(=O)c2c1 | -0.8%[10.9 µM] | -1.5% | -8.9% | 3.5% |
| O=C(Cn1c(=O)c2cccn2c2cccnc21)NCc1ccccc1F | 3.5%[10.9 µM] | -2.5% | -8.5% | 5.6% |
| NC(N)=NC(=O)c1nc(Cl)c(N)nc1N | -17.3% | -1.5% | 7.2% | -7.4% |
| COc1ccc(OCc2nnc(SCC(=O)NCc3ccco3)o2)cc1 | 6.5% | -1.1% | 8.2% | 5.1% |
| CC(C)CNc1nc(Oc2ccc(=O)n(-c3ccccc3)n2)nc(N2CCOCC2)n1 | -11.4% | -2.5% | 2.5% | 6.9% |
| Cc1ccc(-c2nc(CS(=O)CC(=O)NCCC(C)C)c(C)o2)cc1 (stereo unspecified) | -8.7% | -1.4% | 3.2% | 13.8% |
| CC(C)(C)OC(=O)N[C@@H](Cc1ccccc1)c1nnc(S(=O)(=O)Cc2cccc(F)c2)o1 | -40.8%[inhibitor] | ? | ? | 1.9% |
| Cc1ccc(C23CC4CC(CC(NC(=O)N5CCN(C)CC5)(C4)C2)C3)cc1 | -19.0% | 2.0% | -8.1% | -3.7% |
| Cc1occc1C(=O)N/N=C/C1=C(N2CCOCC2)C(=C\c2ccc(Cl)cc2)/CC1 | · | · | -5.2% | ? |
| CCCCc1cc(=O)oc2cc(C)c3c(C)coc3c12 | 4.0%[10.9 µM] | -2.7% | 0.4% | -0.8% |
| COC(=O)c1[nH]c2cccc(OC)c2c1NC(=O)CCN1CCN(c2cccc(Cl)c2)CC1 | -19.6% | ? | 8.5% | 7.5% |
| Cc1cccc(-c2nnc(SCC#N)n2-c2cccc(Cl)c2)c1 | 0.6% | 0.5% | -5.7% | -0.6% |
| CC(C)Oc1ccc(NC(=O)Oc2ccccc2)cc1 | -9.7% | -2.7% | 13.4% | ? |
| COc1cc(C(CC(=O)NCCC(C)C)N2Cc3ccccc3C2=O)cc(OC)c1OC (stereo unspecified) | ? | 0.4% | 19.0% | 6.3% |
| Cc1ccc(C)c(N2CCN(C(=O)CCS(=O)(=O)c3ccc4c(c3)CC(=O)N4C)CC2)c1 | 13.4%[10.9 µM] | 1.7% | -11.9% | 1.3% |
| Cc1ccc2cccc(S(=O)(=O)NC3CCS(=O)(=O)C3)c2n1 (stereo unspecified) | 1.7% | -2.6% | -0.6% | -5.6% |
| COc1ccc(C(=S)N2CCCC2)cc1C | -7.0% | -1.1% | 5.5% | -6.7% |

Rows were taken by chance (roughly 1.7% active in at least one column).
